Compound activity from PubChem BioAssay.
FH mod: Identification of activators of human fumarate hydratase by quantitative high-throughput screening | AID 1347055, 2019 | FH coupled MDH/diaphorase resazurin fluorescence, 15 min | Fumarate hydratase, mitochondrial (Homo sapiens), P07954 | Potency, µM (doses to about 79.9 µM), inactives show at the highest dose activity change, negative = inhibition, most hits filed as inhibitors | 0.22% of 54,000 active; note: potency is the fitted concentration of half-maximal effect; % is set by controls: 0 for no effect and ±100 for the full control effect; the screen sought activators but most active calls are inhibition curves; nearly all actives have a fitted effect of over 45% in size
p53null 39C kill: selectivity test: cytotoxicity in p53 null cells, nonpermissive temperature; H1299 p53-null (neo) cells, 39C, ATPlite viability, 24 h; Potency, µM (doses to about 46.1 µM), for inactives: at the top dose activity, negative = cell killing, most hits filed as cytotoxic; 0.97% of 55,000 active;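 note: potency is the fitted concentration of half-maximal effect; 0% = DMSO only and -100% = full killing by 100 µM tamoxifen; nearly all actives have a fitted effect of over 50% in size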
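Temperature-shift cytotoxicity format: compound titrations on p53-null or A138V-expressing H1299 cells held 24 hr at 39C, cell ATP then measured, AC50 from Hill model.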
PTAP-TSG101 blk: blocks PTAP binding to human TSG101, validation; Q99816; 44,000 tested, under 10 active; AID 1347069; Potency, µM (top dose mostly 115 µM), inactives show at the top dose activity change, negative = inhibition, most hits filed as inhibitors; Fluorescence polarization, FITC-PTAP peptide/Tsg101, 20 min; note: potency is the fitted concentration of half-maximal effect; 0% is about no effect
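FITC-labeled PTAP peptide (50 nM final) binding to Tsg101 binding domain (10 uM final) read by fluorescence polarization after 20 min at r.t. in HEPES pH 7.5 buffer. Actives by CRC class, <25 µM.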
B2AR arrestin ag: agonists recruiting beta-arrestin to human beta2-adrenergic receptor; P07550; HTLA Tango cells, beta-arrestin recruitment, luciferase luminescence, 18 h; Potency, µM (highest dose often 46.1 µM), without a hit: at the top dose activation, most hits filed as activators; 44,000 tested, under 10 active; AID 1347077;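 note: potency is the fitted concentration of half-maximal effect; 0% = DMSO and full agonism = EC100 isoproterenol or metaproterenol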
Target sequence (P07550 whole entry, looked up): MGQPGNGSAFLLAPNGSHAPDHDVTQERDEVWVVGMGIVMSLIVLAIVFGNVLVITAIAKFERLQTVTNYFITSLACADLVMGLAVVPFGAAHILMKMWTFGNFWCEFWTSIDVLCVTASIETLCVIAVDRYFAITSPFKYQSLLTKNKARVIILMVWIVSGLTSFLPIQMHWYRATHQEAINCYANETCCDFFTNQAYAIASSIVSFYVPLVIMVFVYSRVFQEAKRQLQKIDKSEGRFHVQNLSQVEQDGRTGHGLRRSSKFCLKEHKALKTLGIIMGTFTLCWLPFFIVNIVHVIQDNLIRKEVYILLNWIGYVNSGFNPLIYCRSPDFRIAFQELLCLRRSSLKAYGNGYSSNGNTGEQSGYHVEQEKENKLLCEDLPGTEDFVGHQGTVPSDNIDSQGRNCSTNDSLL
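Luminescence read-out: arrestin recruitment to recombinant beta2-AR releases tTA, inducing luciferase. Cells exposed 18 hr at 37 degrees C to up to 46 microM compound; %Activity from corrected signal, concentration-response curves classified by r2, magnitude and efficacy.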
p53null 32C kill: kills p53 null cells at the permissive temperature. H1299-neo p53 null cells, ATP luminescence, 24 h, 32C. Potency, µM (titrated, usually from 46.1 µM), for the others: top-dose activity change, negative = cytotoxicity, most hits filed as cytotoxic. 0.62% of 55,000 active;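 note: potency is the fitted concentration of half-maximal effect; 0% = DMSO only and -100% = full killing by 100 µM tamoxifen; nearly all actives have a fitted effect of over 55% in size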
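Cells lacking p53 (H1299-neo) are plated at 600 per well and allowed to settle overnight at 37C. Test compounds (up to 46 uM) are added and held 24 hours at 32C, then ATP is quantified by luminescence.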
GALK inhibitor: inhibits human galactokinase | P51570 | recombinant GALK, Kinase-Glo ATP luminescence, 1 h | Potency, µM (doses to about 57.5 µM), for inactives: at the highest dose activity, negative = inhibition, usual class: inhibitors | 44,000 tested, under 10 active | AID 1347072;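 note: plate controls were full GALK reaction for no effect and reaction lacking GALK for full effect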
Target sequence (P51570 whole entry, looked up): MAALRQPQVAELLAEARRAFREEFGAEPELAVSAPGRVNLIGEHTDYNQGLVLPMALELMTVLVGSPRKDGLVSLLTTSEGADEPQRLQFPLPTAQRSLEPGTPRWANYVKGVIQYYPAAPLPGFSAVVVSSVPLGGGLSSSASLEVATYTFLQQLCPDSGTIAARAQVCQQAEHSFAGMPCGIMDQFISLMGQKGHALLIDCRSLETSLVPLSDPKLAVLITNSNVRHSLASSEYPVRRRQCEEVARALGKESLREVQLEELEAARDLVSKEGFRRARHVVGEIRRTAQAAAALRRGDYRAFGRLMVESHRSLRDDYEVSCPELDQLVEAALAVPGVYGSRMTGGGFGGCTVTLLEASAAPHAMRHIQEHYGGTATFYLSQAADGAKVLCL
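Compounds were pinned into ATP buffer, then GALK-galactose mix was added (final 5 nM enzyme, 35 uM ATP, 100 uM galactose, pH 8.0). After 1 h at room temperature, Kinase-Glo Plus was added and luminescence read.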
NTMT1 inh: NTMT1 methyltransferase inhibition. NTMT1 MTase-Glo SAH luminescence, purified enzyme. Potency, µM (highest dose often 114 µM), inactives show at the highest dose activity change, negative = inhibition, usual class: inhibitors. 2.5% of 59,000 active;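 note: potency is the fitted concentration of half-maximal effect; plate controls were DMSO vehicle for no effect and no enzyme for full effect; nearly all actives have a fitted effect of over 65% in size; many of its hits are not listed in these tables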
Target sequence (Q9BV86 whole entry, looked up): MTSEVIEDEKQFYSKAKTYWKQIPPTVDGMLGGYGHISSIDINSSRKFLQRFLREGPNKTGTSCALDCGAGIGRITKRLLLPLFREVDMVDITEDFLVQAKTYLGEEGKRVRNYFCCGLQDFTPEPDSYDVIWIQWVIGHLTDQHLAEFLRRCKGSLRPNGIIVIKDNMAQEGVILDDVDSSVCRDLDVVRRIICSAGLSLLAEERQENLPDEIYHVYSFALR
An asterisk follows results filed as active; ? = inconclusive; · = no result given; [ ] = remark or other dose. Calls come from the whole dose curve; as a rule, active = well fitted curve in the direction sought with a large enough effect; inconclusive = small, poorly fitted or top-dose-only effect, or another doubt; inactive = no such curve, though single readings can be large; an effect the other way counts as inactive or inconclusive. This is a subset; the hit share may differ from the screen's.

Molecule,FH mod,p53null 39C kill,PTAP-TSG101 blk,B2AR arrestin ag,p53null 32C kill,GALK inhibitor,NTMT1 inh
CCOc1ccc(NC(=O)N(Cc2cn(CC)c3ccccc23)C2CCCCCC2)cc1,-1%,-3%,-2%,0%,-3%,0%,-1%
O=C(NCCCN1CCOCC1)c1ccc2c(c1)N(Cc1cccc(Cl)c1)C(=O)c1ccccc1S2,?,6%,-7%,0%,1%,-1%,-22%
COc1ccc(OCCn2cc(C(=O)c3ccco3)c3ccccc32)cc1,-28%,?,-1%,0%,9%,0%,-4%
O=C(Nc1ccc(C(F)(F)F)cc1)c1cc(S(=O)(=O)NC2CCCCC2)ccc1F,?,0%,-7%,-1%,49%[activator],-2%,4%
COc1cc(Cl)c(C)cc1NC(=O)Cn1cnc2sc(C)c(S(=O)(=O)N3CCCCC3)c2c1=O,?,-8%,1%,0%,14%,6%,3%
CC(C)(C)CC(=O)Nc1nnc2n1CCS2,0%,11%,-4%,-1%,11%,-7%,9%
CCOC(=O)c1cc(-c2ccc(C)cc2)n(CCCC(=O)Nc2cc(C)ccc2C)c1,-2%,12%,4%,1%,6%,-1%,16%
Cc1ccn2c(Nc3ccc4c(c3)OCCO4)c(-c3cccs3)nc2c1,-14%,7%,0%,-2%,-16%,-8%,13µM*
COc1ccc2c(c1)sc1ncc(C(=O)NCc3ccc(Cl)cc3)c(=O)n12,-3%,-14%,-4%,1%,-5%,6%,2%
Cc1cc(=O)n2nc(N(C)CC(=O)NCc3ccc(Cl)cc3)sc2n1,-5%,11%,-7%,-4%,3%,-1%,-22%
O=C(COc1ccccc1Cl)Nc1ccccc1OCc1cc(=O)n2ccccc2n1,3%,13%,-2%,-1%,-1%,1%,15%
O=C(Nc1c(-c2ccc(F)cc2)nc2ccccn12)c1cccc(F)c1,-12%,-8%,-2%,1%,-3%,7%,-12%
COc1ccc(C(CNC(=O)c2oc3ccccc3c2C)N2CCCCC2)cc1 (stereo not drawn),-21%,-19%,-4%,-1%,-2%,-5%,-5%
CCCCNC(=O)C1CCN(S(=O)(=O)c2ccc3c(ccn3CC)c2)CC1,-26%,-6%,0%,0%,6%,3%,9%
Cc1cc(N2CCCCC2)nc2ccc(NC(=O)c3cccc(Cl)c3)cc12,-41%,28%,1%,-3%,0%,-6%,-7%
CCc1ccccc1Nc1nc2ccccc2c2nncn12,-26%,-17%,1%,0%,-7%,4%,-17%
CCCNC(=O)C1CCC(Cn2c(=O)c3sccc3n(Cc3ccccc3F)c2=O)CC1 (stereo not drawn),-2%,-21%,2%,2%,2%,0%,7%
Cc1ccccc1CNC(=O)C(C)N(c1ccccc1)S(C)(=O)=O (stereo not drawn),1%,27%,-4%,-2%,-4%,2%,4%
COCCNc1ncnc2c1c(-c1ccccc1)cn2-c1ccc(C)c(Cl)c1,?,8%,0%,-1%,6%,2%,5%
Cc1cc2oc(C(=O)N(Cc3ccccc3)C3CCS(=O)(=O)C3)cc(=O)c2cc1C (stereo not drawn),-9%,-10%,-1%,0%,-3%,10%,-20%
CCC1CCc2nc3sc(C(=O)Nc4ccc(F)c(F)c4)c(N)c3cc2C1 (stereo not drawn),1%,26%,1%,1%,3%,4%,?
Cc1ccc2[nH]c3c(=O)n(CC(=O)N4CCCC(C)C4)ncc3c2c1 (stereo not drawn),-5%,-18%,-2%,2%,-4%,1%,-18%
COc1ccc2c(c1)c1c(c(=O)n(-c3cccc(C)c3)c(=O)n1Cc1cccc(Cl)c1)n2C,2%,19%,-9%,0%,0%,1%,-29%
COc1cc(C)cc2oc(=O)c(CC(=O)NCCc3ccc(Cl)cc3)c(C)c12,·,?,0%,0%,-7%,4%,·
Cc1ccc(N2C(=O)CSC23C(=O)N(CC(=O)NCCc2ccccc2)c2ccccc23)cc1 (stereo not drawn),0%,9%,-4%,0%,3%,3%,3%
CC(C)c1ccc(S(=O)(=O)c2nnn3c2nc(N2CCN(C)CC2)c2sccc23)cc1,-35%,-19%,-9%,-1%,11%,-5%,-9%
O=C(NCc1cccc(Cl)c1)C1CCCN(c2nn3cc(-c4ccc(F)cc4)nc3s2)C1 (stereo not drawn),-10%,-11%,10%,2%,-14%,-6%,2%
Cc1ccccc1NC(=O)CSc1cn(CC(=O)N2CCCC2)c2ccccc12,-11%,5%,3%,6%,9%,0%,0%
CCc1cnc2c(c1SCc1cc(OC)cc(OC)c1)c(=O)n(C)c(=O)n2C,-12%,-12%,1%,-4%,6%,0%,9%
CCOc1ccc(C2CC(=O)Nc3c2c(=O)nc(SCc2ccccc2C)n3C)cc1OC (stereo not drawn),3%,-10%,1%,-3%,-3%,-11%,-3%

Molecules shown so far that have a furan ring, fused or not, in the order listed:
Molecule,FH mod,p53null 39C kill,PTAP-TSG101 blk,B2AR arrestin ag,p53null 32C kill,GALK inhibitor,NTMT1 inh
COc1ccc(OCCn2cc(C(=O)c3ccco3)c3ccccc32)cc1,-28%,?,-1%,0%,9%,0%,-4%
COc1ccc(C(CNC(=O)c2oc3ccccc3c2C)N2CCCCC2)cc1 (stereo not drawn),-21%,-19%,-4%,-1%,-2%,-5%,-5%

Further entries.
Molecule,FH mod,p53null 39C kill,PTAP-TSG101 blk,B2AR arrestin ag,p53null 32C kill,GALK inhibitor,NTMT1 inh
Cc1cccc(C(=O)NCCc2sc(-c3ccccc3)nc2C)c1,-8%,-3%,-5%,0%,-11%,4%,?
CCOC(=O)c1cccc(NC(=O)c2nn(-c3ccc(OC)cc3)c(=O)c3c2c2ccccc2n3C)c1,2%,4%,0%,0%,6%,-2%,-4%
Cc1cccc(N2CCN(S(=O)(=O)c3cc(C(=O)Nc4ccc(Oc5ccccc5)cc4)ccc3F)CC2)c1C,-19%,35%[activator],-1%,1%,4%,0%,-1%
COc1cc(OC)cc(C(=O)NCc2ccc3c(c2)CCN3C(=O)c2ccccc2)c1,-8%,6%,0%,-3%,-4%,-7%,8%
COc1ccc(-c2nc3ccccc3n3c(-c4cccc(C)c4)c4c(=O)n(C)c(=O)n(C)c4c23)cc1,-15%,-10%,2%,-2%,10%,24%,7%
COc1cc(-c2cc3n(C)c(C)c(CCC(=O)NC4CCCCC4)c(=O)n3n2)cc(OC)c1OC,0%,8%,-1%,-1%,3%,0%,-9%
O=C(NCCc1nc2ccccc2n1Cc1ccc(Cl)cc1)c1ccccc1,-4%,-13%,-3%,-2%,13%,1%,12%
CCOc1ccc(-n2cc(-c3ccccc3)c3c(N4CCC(C)CC4)ncnc32)cc1,-9%,7%,-2%,0%,-2%,-1%,-2%
Cc1ccc(Cn2c(CNS(=O)(=O)c3ccc(C(C)(C)C)cc3)nc3cccnc32)cc1,-5%,0%,0%,0%,15%,2%,13%
CCOC(=O)c1ccc(NS(=O)(=O)c2ccc3c(c2)OCCO3)cc1,-10%,1%,0%,-1%,5%,3%,3%
Cc1ccc(N2CC(c3nnc(Cc4ccc(Cl)cc4)o3)CC2=O)cc1 (stereo not drawn),-1%,-16%,-6%,0%,6%,1%,8%
Cc1nnc2c3ccccc3nc(N3CCN(c4ccccc4)CC3)n12,-17%,-7%,1%,-2%,3%,3%,-12%
Cc1ccc(-c2nc(-c3cc4cccc(OCc5ccc(F)cc5)c4oc3=O)no2)cc1,0%,-6%,28%,1%,8%,5%,?
COc1ccc(-c2nc3c4ccccc4n(CC(=O)Nc4cc(F)ccc4F)c(=O)n3n2)cc1,4%,35%[activator],-10%,-3%,7%,2%,-3%
Cc1cc(N2CCN(C)CC2)nc2ccc(NC(=O)c3ccccc3F)cc12,4%,?,-4%,-2%,-4%,4%,?
COc1cc(-c2cc(OC)c3c(C)oc(C)c3c(=O)c2)ccc1OC(=O)c1ccccc1Cl,-16%,?,8%,0%,8%,3%,-4%
COc1ccc(NC(=O)C(NC(=O)Cc2cccs2)c2ccc(OC)cc2)cc1 (stereo not drawn),-12%,?,0%,1%,4%,6%,?
Cc1nc2ccn(Cc3ccco3)c(=O)c2cc1C(=O)N1CCN(c2ccccc2)CC1,·,-2%,-3%,-1%,4%,-1%,·
CCc1c(C)sc2c1CCN(C(=O)Nc1ccccc1Cl)C2c1ccc(OC)cc1 (stereo not drawn),-16%,21%,-3%,0%,-4%,-5%,1%
CSc1cccc(NC(=O)C2CCN(S(=O)(=O)c3ccc4[nH]c(=O)ccc4c3)CC2)c1,8%,25%,-5%,0%,-12%,0%,15%
COc1cc(OC)c(NC(=O)c2cc(C)nc3c2c(C)nn3-c2ccc(C)cc2)cc1Cl,4%,-9%,2%,0%,4%,1%,-6%
Cc1ncc(CO)c2c1Oc1nc(-c3ccccc3Cl)nc(SCc3ccccc3F)c1C2,-19%,-8%,1%,1%,23%,1%,-2%
CCCCn1c(NCc2ccc(N(C)C)cc2)nc2ccccc21,-10%,?,-4%,0%,-14%,0%,-17%
CC(=O)N1CCN(c2csc3ccc(F)cc3c2=O)CC1,7%,?,1%,0%,-8%,1%,-24%
COc1cccc(C(=O)Nc2c3c(nn2-c2ccc(C)cc2C)CS(=O)(=O)C3)c1OC,-18%,-2%,2%,2%,2%,0%,-11%
COc1ccc(CCNC(=O)c2cc(Nc3ccccc3)nc3ccccc23)cc1OC,-13%,8%,-5%,6%,-6%,-5%,1%
COc1ccc(CNC(=O)CN2C(=O)CSc3ccc(S(=O)(=O)N(C)C)cc32)cc1,-16%,-15%,8%,1%,-1%,0%,-3%
CCC(=O)N1c2ccccc2CC1C(=O)NCc1ccccc1C (stereo not drawn),-4%,4%,-5%,0%,-3%,-4%,12%
CCCOc1ccc(C2C(=O)N(C3CCC(C)CC3)CC(=O)N2CCC2=CCCCC2)cc1OC (stereo not drawn),·,-1%,-3%,-1%,-5%,0%,·
COc1ccc(NS(=O)(=O)c2ccc(NS(=O)(=O)c3ccc4c(c3)OCCO4)cc2)cc1,-20%,26%,-2%,1%,13%,0%,-9%
COc1ccc(NC(=O)CSc2nccn2C2CCCC2)cc1OC,2%,10%,-5%,-3%,-4%,2%,-15%
COc1ccc(N2CCN(C(=O)Cc3coc4ccc(C)cc34)CC2)cc1,5%,-12%,2%,0%,-12%,0%,15%
Cc1ccc2sc(N(Cc3cccnc3)C(=O)CCOc3ccccc3)nc2c1C,-11%,?,4%,-4%,-3%,-2%,6%

Among those listed so far, 2 have an NH in an aromatic ring.
Molecule,FH mod,p53null 39C kill,PTAP-TSG101 blk,B2AR arrestin ag,p53null 32C kill,GALK inhibitor,NTMT1 inh
Cc1ccc2[nH]c3c(=O)n(CC(=O)N4CCCC(C)C4)ncc3c2c1 (stereo not drawn),-5%,-18%,-2%,2%,-4%,1%,-18%
CSc1cccc(NC(=O)C2CCN(S(=O)(=O)c3ccc4[nH]c(=O)ccc4c3)CC2)c1,8%,25%,-5%,0%,-12%,0%,15%
